ALOX15 inhib = 15-hLO (ALOX15) enzyme inhibition; P16050; purified 15hLO-1, xylenol orange hydroperoxide absorbance; Potency, µM (top dose mostly 57.1 µM), without a hit: at the top dose activity change, negative = inhibition, hits mostly inhibitors; 74,000 tested, 1.4% active; AID 887; further: potency means the concentration at half of the fitted maximal effect; nearly all actives have a fitted effect of over 55% in size
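Purified human 15hLO-1 (40 nM) in 25 mM Hepes pH 7.5, 0.01% Triton X-100, preincubated 15 min RT with compound, then 50 uM arachidonic acid for 6 min. Hydroperoxide read by ferrous/xylenol orange, 30 min; 573/405 nm absorbance ratio gave progress.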
BRCT PPI red = disrupts BRCA1 BRCT binding to phosphoprotein, red fluorophore readout; P38398; BRCT-phosphopeptide binding, red fluorescence polarization; Potency, µM (titrated, usually from 76.9 µM), for the others: top-dose activity change, negative = inhibition, usual class: inhibitors; 75,000 tested, 0.03% active
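Rhodamine-labelled pBACH1 10-mer (100 nM) bound to BRCT domain (100 nM) at pH 7.3; compounds incubated 12 min room temperature, polarization read. Free peptide defines full inhibition; unlabelled decapeptide titrated as control.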
HADH2 inh = blocks human hydroxyacyl-CoA dehydrogenase type II; Q99714; recombinant HADH2, NADH fluorescence, beta-hydroxybutyryl-CoA; Potency, µM (highest dose often 57.1 µM), for the others: at the highest dose activity change, negative = inhibition, usual class: inhibitors; 73,000 tested, 3.4% active; further: potency means the concentration at half of the fitted maximal effect; nearly all actives have a fitted effect of over 60% in size; many of its hits are not listed in these tables
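Buffer 100 mM Tris-HCl pH 9.0/0.01% Tween-20; HADH2 20 nM; NAD+ 1 mM; beta-hydroxybutyryl-CoA 90 uM (all final). 15 min cpd preincubation, RT.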
BRCT inh green = inhibitors of human BRCA1 BRCT-phosphoprotein interaction (green fluorophore) | P38398 | BRCA1 BRCT-phosphopeptide binding, green fluorescence polarization | Potency, µM (highest dose often 76.9 µM), inactives show at the highest dose activity change, negative = inhibition, usual class: inhibitors | 75,000 tested, 0.05% active | AID 875;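 further: potency means the concentration at half of the fitted maximal effect; plate controls were peptide without protein for full effect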
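Fluorescence polarization: His-tagged BRCT (~35 kDa BRCA1 C-terminus, 250 nM) bound to 100 nM fluorescein-labeled phosphorylated 10-aa BACH1 peptide, pH 7.3 phosphate buffer with DTT and Tween 20. Compounds incubated 12 min at room temperature; inhibition read as lowered polarization.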
The depositor's hits bear a star; ? = inconclusive. The call rests on the fitted dose curve; in most records, active means well fitted inhibition curve with a large enough effect; inconclusive means small, poorly fitted or top-dose-only effect; inactive means no such curve, though single readings can be large or run the other way. Unless noted, on the % scale 0 is the no-effect control and ±100 the full control effect.

HADH2 inh | BRCT inh green | ALOX15 inhib | structure | BRCT PPI red
6% | -1.9% | -7% | O=C(NC1CCN(Cc2ccccc2)C1)c1ccc(Cc2nc3ccccc3[nH]2)cc1 (centres undefined) | -0.7%
-16% | -2.1% | -2% | CCNC(=O)CCn1nc(-c2ccc(Cl)cc2)c2ccccc2c1=O | 0.1%
11% | -0.5% | -6% | O=C(O)CCC(=O)N1CCOc2ccc(Cl)cc21 | 1.3%
9% | -0.8% | 2% | CC(=O)Nc1ccc(S(=O)(=O)NC(CC(=O)N(C)Cc2ccccc2)C(C)C)cc1 (centres undefined) | -1.0%
-7% | -0.6% | 1% | COc1cccc(C2NC(=O)NC(C)=C2C(=O)OCCSC)c1OC (centres undefined) | -0.4%
-3% | -0.9% | 7% | Cc1ccc2c(c1)CCCN2C(=O)c1ccoc1C | 0.9%
-20% | 1.5% | -9% | S=c1nc(-c2ccccc2)n(Cc2ccco2)c2c1CCCC2 | 0.0%
-8% | 0.2% | -7% | O=C(CSc1ncnc2c1nnn2Cc1ccccc1F)N1CCN(c2ccccc2)CC1 | -0.5%
3% | -3.1% | 1% | Cn1c(COc2ccccc2)nnc1SCC(=O)Nc1ccc2c(c1)OCO2 | 0.8%
7% | -1.2% | -5% | O=C(O)CN=C(NS(=O)(=O)c1ccccc1)c1ccccc1 | 0.1%
8% | -1.0% | -1% | Cc1cc(C(=O)N2CCN(S(C)(=O)=O)CC2)cs1 | 0.5%
-21% | 7.9% | ? | O=C(/C=C/N1CCOCC1)c1coc2ccccc12 | 0.4%
1% | -1.3% | 5% | CCOC(=O)C1CCN(C(=O)c2ccccc2NC(C)=O)CC1 | 1.3%
11% | -2.9% | 1% | CC(C)CCNc1cc(=O)n(C)c(=O)n1C | -1.7%
6% | -3.2% | 6% | CCn1ncc(C2=NOC(C(=O)Nc3cccnc3)C2)c1C (centres undefined) | 1.3%
? | -1.4% | -19% | O=C(c1csc2c1CCCC2)n1cccn1 | -1.2%
2% | -1.6% | -13% | Cc1cccc(-c2noc(Cc3ccccc3)n2)c1 | 1.3%
7% | -1.3% | 2% | Cc1cccc(CN2CCN(c3ccccn3)CC2)c1 | -0.5%
-6% | -0.3% | 1% | CC(=O)Nc1cccc(NC(=O)c2ccco2)c1 | -2.5%
-5% | -0.7% | -10% | O=C1c2ccccc2N(Cc2ccc(Cl)cc2)C2=NCCN12 | -0.5%

An excerpt from above in order of the BRCT inh green value, highest first.
HADH2 inh | BRCT inh green | ALOX15 inhib | structure | BRCT PPI red
-6% | -0.3% | 1% | CC(=O)Nc1cccc(NC(=O)c2ccco2)c1 | -2.5%
11% | -0.5% | -6% | O=C(O)CCC(=O)N1CCOc2ccc(Cl)cc21 | 1.3%
6% | -1.9% | -7% | O=C(NC1CCN(Cc2ccccc2)C1)c1ccc(Cc2nc3ccccc3[nH]2)cc1 (centres undefined) | -0.7%

More results
HADH2 inh | BRCT inh green | ALOX15 inhib | structure | BRCT PPI red
-9% | -2.1% | 4% | CS(=O)(=O)Nc1ccc(S(=O)(=O)N2CCOCC2)cc1 | -1.0%
7% | -2.7% | 10% | Cc1cc(C)n(-c2nc(-n3nc(C)cc3C)c3c4c(sc3n2)COC(C)(C)C4)n1 | -0.7%
-5% | -3.1% | -3% | Cc1cc(C(F)(F)F)nn1CCCNC(=O)c1cnccn1 | 0.2%
-12% | -2.3% | -11% | O=c1[nH]ncc2c3ccccc3n(Cc3ccc(F)cc3)c12 | -0.1%
-2% | 0.9% | -7% | CN1CCN(C2CCCCCC2)CC1 | 1.2%
16µM* | -2.9% | 13µM* | COc1ccc2c(c1)-c1nc(NC(=O)c3cccs3)sc1CC2 | -4.6%
-5% | -0.4% | -11% | O=C(CN1CCN(c2ccc(F)cc2)CC1)c1ccc2c(c1)OCO2 | 1.0%
-3% | 0.2% | 0% | O=C(NCCCN1CCOCC1)c1ccc(-n2c(=O)c(=O)[nH]c3ccccc32)cc1 | -0.2%
9% | -1.6% | 5% | Cc1ccc(-c2nc(-c3ccccn3)no2)cc1 | -1.4%
? | 0.6% | 6% | Cc1cc(C)c(S(=O)(=O)Nc2ccccc2C(=O)O)cc1C | 1.6%
? | -19% | -30% | COCCN(CCOC)C(=O)c1ccc(Cc2nc3ccccc3[nH]2)cc1 | -20%
11% | 5.7% | 5% | Cc1sc2nc(SCC(=O)N3CCN(CCO)CC3)n(-c3ccccc3)c(=O)c2c1C | 1.1%
1% | -0.1% | 1% | COc1ccccc1CCNC(=O)c1ccc(C)o1 | -0.2%
-3% | -0.6% | -4% | Cc1cc(C(=O)N2CCN(c3ccccn3)CC2)c(C)o1 | -0.3%
6% | 2.1% | 1% | O=C(NCc1ccccc1)NS(=O)(=O)c1ccccc1Cl | 0.5%
-9% | 0.5% | 4% | O=C(Oc1ccccc1)n1c(=O)oc2ccc(Cl)cc21 | 0.0%
-10% | -1.4% | 2% | Cc1nnc(C)n1/N=C/c1ccccn1 | -0.7%
-15% | -1.5% | -12% | Cc1onc(-c2c(Cl)cccc2Cl)c1C(N)=O | 0.1%
12% | -0.2% | 7% | CCOc1cccc(-c2cc(C(=O)N/N=C/c3cccc(OC)c3O)[nH]n2)c1 | 0.5%
-20% | -0.4% | -10% | COc1cc(NC(=O)c2cc3ccccc3o2)c(OC)cc1Br | -0.1%

Part of the list above, with the structure last:
HADH2 inh	BRCT inh green	ALOX15 inhib	BRCT PPI red	SMILES
6%	2.1%	1%	0.5%	O=C(NCc1ccccc1)NS(=O)(=O)c1ccccc1Cl
-9%	0.5%	4%	0.0%	O=C(Oc1ccccc1)n1c(=O)oc2ccc(Cl)cc21
-10%	-1.4%	2%	-0.7%	Cc1nnc(C)n1/N=C/c1ccccn1
-15%	-1.5%	-12%	0.1%	Cc1onc(-c2c(Cl)cccc2Cl)c1C(N)=O

Part of the list above, with tabs:
canonical_smiles	HADH2 inh	BRCT inh green	ALOX15 inhib	BRCT PPI red
COc1ccc2c(c1)-c1nc(NC(=O)c3cccs3)sc1CC2	16µM*	-2.9%	13µM*	-4.6%
CC(C)CCNc1cc(=O)n(C)c(=O)n1C	11%	-2.9%	1%	-1.7%

The results go on.
HADH2 inh | BRCT inh green | ALOX15 inhib | structure | BRCT PPI red
-4% | -0.6% | 4% | Nc1nnc(CCCCc2cccs2)o1 | 0.4%
5% | -1.5% | -2% | CC1(C)NC(=O)N(CC(O)COc2ccc(N3C(=O)c4ccccc4C3=O)cc2)C1=O (centres undefined) | 1.9%
3% | -2.2% | -6% | CCc1cc(C(=O)Nc2ccccc2)cs1 | -0.9%
8% | -2.1% | 0% | CN(C)CCCCNC(=O)c1ccc(Cc2nc3ccccc3[nH]2)cc1 | -1.1%
0% | -0.1% | -7% | O=C(CN1CCN(S(=O)(=O)c2ccc(Br)cc2)CC1)Nc1ccc2c(c1)OCCO2 | -0.4%
5% | -1.2% | ? | O=C(O)CN(c1ccccc1F)S(=O)(=O)c1ccccc1 | 0.5%
-11% | -1.4% | -5% | CC(=O)NC(O)C(=O)c1ccccc1 (centres undefined) | -1.9%
-30% | -2.7% | -28% | CCOc1ccc(-c2cc(C(=O)N/N=C/c3ccc(O)c(OC)c3)[nH]n2)cc1 | 1.0%
25µM* | 0.0% | -19% | CNc1oc(-c2ccccc2)nc1C#N | -1.6%
-6% | -1.0% | -7% | CCCc1[nH]nc2c1C(c1cccnc1)C(C#N)=C(N)O2 (centres undefined) | -3.1%
2% | -0.7% | -15% | CCNc1nc(NC(C)C)nc(Oc2ccc(OCCOc3ccccc3)nn2)n1 | -2.8%
0% | -5.7% | -16% | COc1cccc(Nc2ncnc3c2cnn3-c2cccc(C)c2)c1 | -2.3%
5% | -2.1% | 2% | Cc1ccccc1NC(=O)CCN1CCN(Cc2ccccc2)CC1 | -0.3%
18% | -1.7% | -9% | CCn1c(C(=O)NCc2cccnc2)cc2sc(Cl)cc21 | 0.6%
2% | 4.2% | 9% | CC(C)(C)C(=O)NC(C(N)=O)=C(Cl)Cl | 1.0%
12% | -0.4% | 2% | O=C(NC1CCS(=O)(=O)C1)C12CC3CC(CC(C3)C1)C2 (centres undefined) | 0.3%
? | 1.1% | 0% | CO[C@@]1(NC(=O)Cc2cccs2)C(=O)N2C(C(=O)O)=C(COC(N)=O)CS[C@@H]21 | -0.6%
10% | -2.9% | -7% | CCOC(=O)c1[nH]c2cc(OC)c(OC)cc2c1NC(=O)c1ccc2c(c1)OCO2 | -1.0%
17% | -1.1% | -5% | COc1ccc(S(=O)(=O)Nc2ccccc2C(=O)O)cc1 | -0.8%
32µM* | 3.8% | -11% | N#Cc1c(N)nc(SCc2ccncc2)c(C#N)c1-c1cccs1 | 0.6%

Looked up by structure from the list above:
HADH2 inh | BRCT inh green | ALOX15 inhib | structure | BRCT PPI red
-6% | -1.0% | -7% | CCCc1[nH]nc2c1C(c1cccnc1)C(C#N)=C(N)O2 (centres undefined) | -3.1%
12% | -0.4% | 2% | O=C(NC1CCS(=O)(=O)C1)C12CC3CC(CC(C3)C1)C2 (centres undefined) | 0.3%
32µM* | 3.8% | -11% | N#Cc1c(N)nc(SCc2ccncc2)c(C#N)c1-c1cccs1 | 0.6%
2% | -0.7% | -15% | CCNc1nc(NC(C)C)nc(Oc2ccc(OCCOc3ccccc3)nn2)n1 | -2.8%
10% | -2.9% | -7% | CCOC(=O)c1[nH]c2cc(OC)c(OC)cc2c1NC(=O)c1ccc2c(c1)OCO2 | -1.0%

(list continues)
HADH2 inh | BRCT inh green | ALOX15 inhib | structure | BRCT PPI red
3% | 0.0% | 1% | COc1cc(OC)cc(C(=O)N2CCCc3ccccc32)c1 | 0.9%
-16% | 3.8% | -1% | Cc1cc(=O)[nH]c(SCC(=O)c2ccc(C)c(C)c2)n1 | -1.2%
-4% | -2.7% | 0% | COc1ccc(CCNC(=O)C2CCC(CNc3c(N4CCCC4)c(=O)c3=O)CC2)cc1OC (centres undefined) | 0.8%
1% | -2.4% | 4% | CCn1ncc(C2=NOC(C(=O)N3CCN(c4ccccc4)CC3)C2)c1C (centres undefined) | 1.0%
6% | -1.9% | -6% | CC(=O)Nc1ccc(S(=O)(=O)NC(CC(=O)NC2CCCCC2C)C(C)C)cc1 (centres undefined) | -0.3%
18% | -2.6% | -1% | NC(=O)c1cccnc1 | 0.4%
-3% | 1.7% | -23% | CCn1c(C(=O)NCc2ccccn2)cc2sccc21 | 0.2%
3.2µM* | -5.0% | -10% | CCOC(=O)c1cc2c(=O)n3cccc(C)c3nc2n(CCCOC)c1=NC(=O)c1cccnc1 | 0.7%
3% | -0.6% | 4% | Cc1c(NC(=O)CN2C(=O)c3ccccc3C2=O)c(=O)n(-c2ccccc2)n1C | -1.4%
-8% | 0.9% | -8% | COc1ccc(Cc2nc(-c3ccc(Br)cc3)no2)cc1 | 0.2%
-3% | -1.5% | -6% | COc1ccc(CNC(=O)C2CSC(=O)C2)cc1 (centres undefined) | -1.6%
4% | 1.5% | 2% | CCCC(=O)c1c(NC)cc(C)oc1=O | -0.1%
? | 1.6% | -7% | Cn1c(C(=O)N2CCc3ccccc3C2)cc2oc3ccccc3c21 | 1.3%
-8% | -2.5% | -2% | CC1CCCCN1CCCNC(=O)c1ccc(Cc2nc3ccccc3[nH]2)cc1 (centres undefined) | -0.1%
-3% | -2.6% | 2% | CCN(CC)CCCC(C)NC(=O)c1ccc(-n2c(=O)c(=O)[nH]c3ccccc32)cc1 (centres undefined) | 0.0%
? | 0.6% | -4% | CO/N=C(\C(=O)N[C@@H]1C(=O)N2C(C(=O)O)=C(COC(N)=O)CS[C@H]12)c1ccco1 | 0.5%
19% | -3.0% | 0% | COc1ccc(N(CC(=O)N2CCN(C)CC2)S(C)(=O)=O)cc1OC | 0.2%
16% | 0.2% | 3% | Cc1c2cnn(CC(=O)N3CCN(c4ncccn4)CC3)c(=O)c2c(C)n1Cc1ccc(F)cc1 | -1.3%
-22% | -1.0% | -1% | C=CCc1cccc2cc(C(=O)NCc3cccnc3)c(=O)oc12 | 1.6%
4% | 1.6% | -2% | CCOC(=O)C1CCN(c2nnc(N3CCCC3=O)s2)CC1 | 0.8%

Compound activity from PubChem.

Some of the compounds tested; the hit share may differ from the screen's.
